TRPN1 ag: zebrafish TRPN1 channel agonists, primary screen, cell-based, HEK293, calcium fluorescence. activation, % at 3 µM. 220,000 tested, 0.18% active. HEK293 zebrafish TRPN1-YFP, Fluo-8 calcium fluorescence; 100% = response to 87 µM carbachol. AID 1424, 2008. transient receptor potential cation channel N1 (TRPN1/NompC), Danio rerio;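 active = activation above its plate's cutoff, the mean activation of test wells on that plate plus 3 SD, cut at about 19% in these data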;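 note: 0% = DMSO alone and 100% = 87 µM carbachol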
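Assay system: Zebrafish TRPN1-YFP in HEK293 cells | Incubation: Dye loading 1 h at 37 °C, then 30 min room temperature | Measured by: Kinetic Fluo-8 fluorescence, ex 470-495, em 515-575 nm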
BaF3 parental: parental Ba/F3 cell viability inhibition, counter-screen for JAK2V617F inhibitor project, murine pro-B, CellTiter-Glo luminescence; 220,000 tested, 1.1% active; inhibition, % at 5.6 µM; CellTiter-Glo ATP luminescence;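 active = inhibition above a per-campaign cutoff, the mean inhibition of all tested compounds plus 3 SD, cut at about 27% in these data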;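 note: 0% = DMSO wells and 100% = JAK Inhibitor I control wells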
TRPML3 ag: human TRPML3 channel agonists, primary screen, cell-based, HEK293 TRPML3-YFP, Fluo-8 calcium fluorescence, 3 µM; 220,000 tested, 0.29% active; AID 1448, 2008; activation, % at 3 µM; Mucolipin-3 (Homo sapiens), Q8TDD5; 100% = the carbachol control signal;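 active = activation above its plate's cutoff, the mean activation of the plate's test wells plus 3 SD, cut at about 12% in these data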;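 note: 0% = DMSO only wells and 100% = carbachol wells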
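Material: TRPML3-YFP stable HEK293 cells | Dosing: One concentration, 3 µM nominal, 0.3% DMSO | Timing: 125 s total fluorescence read per well | Technique: Fluo-8 calcium dye fluorescence, ex 470-495, em 515-575 nm | Measure: Percent activation from peak-to-basal fluorescence ratio, scaled between DMSO and carbachol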
TNF necrop inh: inhibitors of TNF-alpha triggered necroptosis, primary screen, cell-based, Jurkat FADD-/-, single concentration; Jurkat FADD-/- TNF necroptosis rescue, ATP luminescence, 24 h; 0 = TNF only, 100 = no-TNF cells; activation (protection from cell death), % at 10 µM; 220,000 tested, 0.068% active; AID 463075, 2010;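 active = activation, meaning protection from cell death, of at least 50% relative to plate controls; inactive = activation below 50%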;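 note: necroptosis triggered by 40 ng/mL TNF-alpha added together with compound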
Ba/F3 V617F tox: reduced viability of JAK2V617F-dependent Ba/F3 cells, primary screen, JAK2V617F inhibitor project, cell-based, Ba/F3 EpoR-JAK2V617F, luminescence; ATP luminescence; inhibition, % at 5.6 µM; 220,000 tested, 1.1% active; AID 1446, 2008;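 active = inhibition above the campaign mean plus 3 SD over all tested compounds, cut at about 24% in these data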;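 note: cytokine-independent growth of Ba/F3 cells driven by EpoR plus mutant JAK2; 0% = DMSO-treated cells and 100% = JAK inhibitor I control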
PPC-1+TRAIL kill: compounds killing PPC-1 cancer cells with TRAIL present, primary screen, TRAIL potentiator project, ATPLite luminescence, uHTS; PPC-1 cells + TRAIL, ATPLite viability luminescence; cell killing (% activity), % at 4 µM; 220,000 tested, 0.41% active; AID 1443, 2008;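 active = cell killing above 50% in the first pass at 4 µM, then a duplicate retest at 5 µM averaging 50% or more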;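 note: plate controls were cells with TRAIL plus DMSO for no effect and medium-only wells lacking cells for full effect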
CHOP inh: inhibitors of CHOP promoter induction, primary screen, cell-based, unfolded protein response, luciferase reporter. CHO-K1 CHOP-promoter luciferase, tunicamycin-induced, 15-18 h. 220,000 tested, 3.8% active. inhibition, % at 10 µM. AID 2732, 2010;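 active = compounds that reduced the stress-induced luciferase reporter signal by more than about 70% of percent inhibition, limit read from the data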;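 note: 0% = tunicamycin plus vehicle and 100% = wells without tunicamycin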
RBBP9 inh: human RBBP9 inhibitors, primary screen, biochemical, fluorescence polarization, FP-Rh probe, HTS; Serine hydrolase RBBP9 (Homo sapiens), O75884; recombinant RBBP9; inhibition, % at 7.94 µM; 220,000 tested, 0.2% active; AID 1515, 2009;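 active = inhibition above the campaign mean of all tested compounds plus 3 SD, cut at about 14% in these data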;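 note: plate controls were DMSO wells with RBBP9 for no effect and wells lacking RBBP9 protein for full effect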
Target sequence (O75884 whole entry, looked up): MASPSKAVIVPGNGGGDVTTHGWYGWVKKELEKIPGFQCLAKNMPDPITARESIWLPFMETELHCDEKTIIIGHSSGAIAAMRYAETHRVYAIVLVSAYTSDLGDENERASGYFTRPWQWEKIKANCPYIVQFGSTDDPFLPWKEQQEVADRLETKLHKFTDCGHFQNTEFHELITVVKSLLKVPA
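Material: RBBP9 protein. Amount: RBBP9 at 2.5 µM in dispensed solution, before mixing. Schedule: 30 min then 45 min, 25 °C. Medium: Tris buffer pH 8.0, NaCl, Pluronic. Measured by: fluorescence polarization. Measure: percent inhibition from mP, scaled between DMSO and no-protein wells. Replication: one well per compound.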
Wee1 stabilizer: Wee1 degradation inhibitors, primary screen, cell-based, HeLa, Wee1K328M-luciferase, luminescence | Wee1-like protein kinase (Homo sapiens), P30291 | HeLa Luc-Wee1K328M stability; 100% = proteasome inhibitor MG132 effect | reporter increase, % at 5 µM | 220,000 tested, 1.2% active | AID 1321, 2008;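 active = activation above the mean of all tested compounds plus 3 SD, set per screening run, cut at about 8.8% in these data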;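 note: cells exposed to compound for 20 h before luminescence read; 0% = DMSO alone and 100% = MG132 at 30 µM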
Target sequence (P30291 whole entry K328M): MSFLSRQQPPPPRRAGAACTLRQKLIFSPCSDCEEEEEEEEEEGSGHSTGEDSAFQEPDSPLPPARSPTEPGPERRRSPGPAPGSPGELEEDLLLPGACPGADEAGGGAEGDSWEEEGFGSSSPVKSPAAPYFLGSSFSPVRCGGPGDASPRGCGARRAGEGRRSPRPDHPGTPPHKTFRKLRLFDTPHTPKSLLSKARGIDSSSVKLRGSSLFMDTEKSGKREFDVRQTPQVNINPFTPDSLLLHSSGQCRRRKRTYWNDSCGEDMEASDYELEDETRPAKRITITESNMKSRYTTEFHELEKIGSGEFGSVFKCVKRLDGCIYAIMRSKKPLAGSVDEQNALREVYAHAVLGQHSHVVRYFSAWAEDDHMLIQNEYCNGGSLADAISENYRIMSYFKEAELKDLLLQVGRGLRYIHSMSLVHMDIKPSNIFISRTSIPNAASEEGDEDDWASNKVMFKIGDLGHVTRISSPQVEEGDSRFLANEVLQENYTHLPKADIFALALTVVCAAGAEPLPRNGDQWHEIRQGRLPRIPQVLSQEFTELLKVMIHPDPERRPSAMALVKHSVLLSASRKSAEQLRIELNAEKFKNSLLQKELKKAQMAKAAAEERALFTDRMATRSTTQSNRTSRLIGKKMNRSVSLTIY
* marks the source's active call; other numbers are inactive results; . = no result given; [ ] = dose if it differs, or a comment.

nr	structure	TRPN1 ag	BaF3 parental	TRPML3 ag	TNF necrop inh	Ba/F3 V617F tox
1	CCn1cc(/C=N/NC(=O)c2cc3c(ccc4ccccc43)o2)c2ccccc21	-1.4	1	-0.3	-4.6	-5
2	O=c1cc(-c2ccccc2)nc(SCCOc2ccccc2Cl)[nH]1	1.3	2	0.4	-0.6	0
3	COc1cccc(OCC(Cn2c(C)nc3ccccc32)OC(C)=O)c1 (centres undefined)	0.7	11	1.2	0.0	2
4	O=C(CSc1nc(O)c(Cc2ccccc2)c(=O)[nH]1)Nc1nnc(SCc2ccccc2)s1	0.5	7	-0.3	-0.6	3
5	COc1cc(-c2nnc(SCC(=O)N3c4ccccc4Sc4ccccc43)o2)cc(OC)c1OC	1.1	1	0.5	-6.8	-3
6	CCOC(=O)COc1ccccc1C1Nc2ccccc2C(=O)N1c1cccc(Cl)c1 (centres undefined)	-0.2	6	-1.3	-4.8	5
7	O=C1N(Cc2cccc(Cl)c2)C[C@@H]2C[C@@H](c3cccc4ncccc34)N3CCC[C@@]123	1.1	6	1.2	1.5	2
8	Cc1ccccc1NC(=O)C(=O)NCCc1c[nH]c2ccccc12	2.9	-3	1.4	0.5	-4
9	O=C(NC(C(=O)NCCN1CCOCC1)C12CC3CC(CC(C3)C1)C2)C1CCCCC1 (centres undefined)	-0.4	3	0.6	0.8	-3
10	CCOc1cc(C(=O)Nc2ncn[nH]2)cc(OCC)c1OCC	1.4	6	-0.3	0.2	-1
11	CCc1ccccc1N(C)S(=O)(=O)c1ccc2[nH]cc(C(=O)O)c(=O)c2c1	0.0	10	-2.4	-0.3	3
12	COc1ccc2c(c1OC)C(=O)N1C2SC[C@H]1C(=O)NC1CC(C)(C)NC(C)(C)C1 (some centres undefined)	0.2	7	-0.4	-1.2	0

nr	PPC-1+TRAIL kill	CHOP inh	RBBP9 inh	Wee1 stabilizer
1	15	39	7	0
2	5	74*	-2	-1
3	15	-6	-2	1
4	7	-16	5	2
5	2	34	0	0
6	9	9	-18	2
7	8	21	-10	-2
8	-14	-6	-3	3
9	4	-9	1	1
10	3	19	-4	-1
11	6	11	-9	9.5*
12	-10	22	-14	-4

The list continues:
nr	structure	TRPN1 ag	BaF3 parental	TRPML3 ag	TNF necrop inh	Ba/F3 V617F tox
13	Cc1nc2ccccc2c(=O)n1NC(=O)c1cncc(Br)c1	1.4	6	0.5	1.0	-2
14	O=C(O)C1CCCN(S(=O)(=O)c2ccc(F)cc2)C1 (centres undefined)	-0.5	5	0.3	1.0	3
15	O=C(Nc1ccc(N2CCOCC2)c(Cl)c1)c1cc(F)c(F)cc1Cl	0.1	4	-1.0	0.4	4
16	CCS(=O)(=O)C(=C1NCCO1)S(=O)(=O)CC	0.6	2	0.3	0.0	-3
17	CCOC(=O)/C=C1\SCC(=O)N1CC(=O)c1ccc[nH]1	-0.7	8	0.7	-4.0	3
18	COc1ccc(NC(=O)/C(Cl)=C(/Cl)S(=O)Cc2ccc(Cl)cc2)cn1 (centres undefined)	4.8	86*	1.9	-14	100*
19	O=C(CCN1CCc2ccccc2C(O)(c2ccccc2)C1)c1ccc2c(c1)OCCO2 (centres undefined)	-0.2	-2	1.5	-5.1	1
20	CC(=O)Nc1cccc(NC(=O)CCn2cnc3cc(C)c(C)cc32)c1	1.6	4	1.0	-2.7	-2
21	COc1ccccc1Nc1nc(NCC2CCCO2)c2ccccc2n1 (centres undefined)	-0.5	6	0.0	5.3	2
22	CCn1cc(C(=O)NC2CCc3ccccc32)c(=O)c2ccc(C)nc21 (centres undefined)	1.2	8	-0.2	-7.6	5
23	Cc1nn(-c2ccccc2)c(Cl)c1C(=O)NCc1cccs1	0.6	3	-0.6	2.7	3
24	COc1ccccc1N1CCN(CC(=O)NCC2CCCO2)CC1 (centres undefined)	-0.9	2	0.6	0.6	-1

nr	PPC-1+TRAIL kill	CHOP inh	RBBP9 inh	Wee1 stabilizer
13	14	-4	-1	0
14	12	11	-6	-1
15	-11	16	-5	-2
16	5	15	3	-1
17	.	7	-5	-3
18	21	107*	-11	13*
19	.	.	0	-1
20	22	-26	-8	0
21	21	32	-4	2
22	-11	64	-6	-3
23	23	13	-9	5
24	9	17	2	0

Carrying on.
nr	structure	TRPN1 ag	BaF3 parental	TRPML3 ag	TNF necrop inh	Ba/F3 V617F tox
25	O=C(N(c1ccccn1)c1ccccn1)C12CC3CC(CC(C3)C1)C2	-1.2	0	0.6	-0.5	1
26	COc1ccc(N(C(C)C(=O)NC2CCCCCC2)S(C)(=O)=O)cc1 (centres undefined)	-0.1	0	0.0	-0.8	-1
27	O=C(Nc1nnc(-c2ccncc2)s1)Nc1ccccc1F	0.1	-5	0.5	4.5	-3
28	O=C(Nc1cc(S(=O)(=O)N2CCOCC2)ccc1N1CCOCC1)c1cc(=O)[nH]c2ccccc12	1.0	4	-0.6	1.1	-1
29	O=C(CCCn1c(=S)[nH]c2cc3c(cc2c1=O)OCO3)N1CCN(c2ccc(Cl)cc2)CC1	-0.7	2	0.5	-4.4	-1
30	Cc1cccc(NC(=O)C2Cc3ccccc3CN2C(=O)OCc2ccccc2)c1C (centres undefined)	-3.0	6	-0.4	1.3	5
31	CCOC(=O)C(C)Sc1nnc(Cc2cc(=O)[nH]c(=O)[nH]2)n1-c1cccc(OC)c1 (centres undefined)	0.4	6	0.6	1.2	-1
32	Cc1ccnc(N2CCN(C(=O)CSc3nc4ccccc4nc3N3CCC(C)CC3)CC2)c1	-1.0	-1	0.2	3.0	-4
33	C=C(C)C(=O)Nc1nnc(-c2ccccc2C)s1	1.6	3	1.2	0.1	-3
34	CCOC(=O)c1csc(NC(=O)CSc2nnnn2-c2cccc(OC)c2)n1	1.2	4	0.6	-0.8	-1
35	O=C(Nc1nnc(COc2ccc(Br)cc2)s1)c1ccco1	1.8	-1	0.8	2.4	-6
36	N#Cc1cc2c(nc1SCc1ccc(Cl)nc1)CCCCC2	-0.5	-2	0.0	-1.9	-3

nr	PPC-1+TRAIL kill	CHOP inh	RBBP9 inh	Wee1 stabilizer
25	-14	-2	-6	-3
26	0[5 µM]	-6	-2	-4
27	-5	-9	-2	4
28	-3	-15	-6	-1
29	1	61	-1	-2
30	-2	24	-16	1
31	14	-20	-8	-1
32	-10	0	7	1
33	.	0	-7	0
34	29	61	0	0
35	13	-1	4	-3
36	7	22	-9	0

Given with values under each structure: entries from further up.
Screens in order – TRPN1 ag	BaF3 parental	TRPML3 ag	TNF necrop inh	Ba/F3 V617F tox	PPC-1+TRAIL kill	CHOP inh	RBBP9 inh	Wee1 stabilizer
26: COc1ccc(N(C(C)C(=O)NC2CCCCCC2)S(C)(=O)=O)cc1 (centres undefined)
 : -0.1	0	0.0	-0.8	-1	0[5 µM]	-6	-2	-4
27: O=C(Nc1nnc(-c2ccncc2)s1)Nc1ccccc1F
 : 0.1	-5	0.5	4.5	-3	-5	-9	-2	4

Of the compounds above, these have fluorine:
nr	structure	TRPN1 ag	BaF3 parental	TRPML3 ag	TNF necrop inh	Ba/F3 V617F tox
14	O=C(O)C1CCCN(S(=O)(=O)c2ccc(F)cc2)C1 (centres undefined)	-0.5	5	0.3	1.0	3
15	O=C(Nc1ccc(N2CCOCC2)c(Cl)c1)c1cc(F)c(F)cc1Cl	0.1	4	-1.0	0.4	4
27	O=C(Nc1nnc(-c2ccncc2)s1)Nc1ccccc1F	0.1	-5	0.5	4.5	-3

nr	PPC-1+TRAIL kill	CHOP inh	RBBP9 inh	Wee1 stabilizer
14	12	11	-6	-1
15	-11	16	-5	-2
27	-5	-9	-2	4

Additional entries follow.
nr	structure	TRPN1 ag	BaF3 parental	TRPML3 ag	TNF necrop inh	Ba/F3 V617F tox
37	C/C(=N\NC(=O)C1CC1)c1ccc2c(c1)OCCO2	0.9	9	0.1	0.0	2
38	CC(C)N(Cc1nc(-c2ccc(Cl)cc2)no1)C(=O)CN(C)S(=O)(=O)c1ccc(Cl)cc1	-0.4	3	0.7	-0.1	-1
39	CC1=C(C#N)CCC(=O)N1Cc1ccc(C)cc1	0.7	5	-0.1	2.3	1
40	CC(=O)c1sc(NC(=O)COc2ccc(C(C)C)c(C)c2)nc1C	1.3	13	-0.3	0.5	2
41	O=[N+]([O-])c1ccc(/C=N/N=C/c2ccc([N+](=O)[O-])o2)o1	0.7	-2	0.6	7.9	3
42	COc1ccc(S(=O)(=O)N2CC3CCCN3c3cc(C(F)(F)F)ccc32)cc1 (centres undefined)	-0.7	5	2.9	-3.9	-3
43	Cc1ccc(C)c(NS(=O)(=O)c2c(C)ccc3nsnc23)c1	-2.2	5	-1.4	-3.7	-3
44	CCn1c(SCCOc2ccc(OC)cc2)nnc1C(CO)NC(=O)c1ccc(OC)cc1 (centres undefined)	-1.0	5	0.1	0.6	-5
45	CC1=NNC(=O)C1CC(=O)N/N=C/c1sccc1C (centres undefined)	2.2	-2	-0.4	5.3	1
46	c1ccc(Oc2nnc(-c3cccs3)c3ccccc23)cc1	-0.8	-1	0.1	1.2	-2
47	CCC(c1nnnn1CCOC)N1CCN(c2cccc(C(F)(F)F)c2)CC1 (centres undefined)	0.3	6	-0.2	-0.5	-2
48	Cc1ccccc1N=C1c2ccccc2C(=O)C1[N+](=O)[O-] (centres undefined)	0.2	7	0.9	-2.3	0
49	COc1cc2nc(NC(=O)c3ccc(Cl)cc3)[nH]c(=O)c2cc1OC	-0.3	3	0.3	1.1	5
50	CCN(CCn1cccn1)Cc1c(C(=O)N2C[C@@H](C)O[C@@H](C)C2)nc2ccc(Cl)cn12	-0.5	11	0.3	0.3	2

nr	PPC-1+TRAIL kill	CHOP inh	RBBP9 inh	Wee1 stabilizer
37	-20	-17	-9	0
38	6	43	-3	2
39	34	10	-4	1
40	-7	77*	-2	1
41	10	108*	-6	-1
42	-23	51	0	0
43	3	12	0	-1
44	-1	40	8	4
45	-11	12	5	1
46	15	48	-8	0
47	9	26	8	-1
48	3	-42	-4	-2
49	18	72*	-9	2
50	7	-3	5	4

Screening data deposited in PubChem by several laboratories.

The order is random; overall some 6.8% were active at least once.
